# From PubChem BioAssay
# PDI turbidity – PDI (human) enzyme inhibition | P07237 | PDI insulin aggregation turbidity, A650, 90 min | inhibition, % at 10 µM | hit rate 0.052% among 350,000 | AID 588391;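 active = mean inhibition across replicates of 30% or more, whatever share of single replicates reach that level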;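 also: absorbance from insulin aggregation driven by PDI reduction with DTT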
# Exocytosis inh – lytic granule exocytosis inhibition; hit rate 0.66% among 360,000; TALL-104 LAMP-1 surface exposure, flow cytometry; cells stimulated with thapsigargin and PMA; inhibition, % at 10 µM;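 active = inhibition above about 55%, limit read from the data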
# MC4R antag cAMP – antagonists of human melanocortin 4 receptor (MC4R) | P32245 | hit rate 0.48% among 360,000 | inhibition, % at 6.5 µM | MC4R-expressing cells, MTII-stimulated cAMP, LANCE TR-FRET;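 active = inhibition above its plate's cutoff, the mean of tested wells on that plate plus 3 SD, cut at about 29% in these data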;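 also: 0% = Melanotan II alone and 100% = Melanotan II plus saturating MCL0020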
#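 Material: U2OS-MC4R stable cell line | Reagent: Melanotan II challenge after compound preincubation | Doses: One concentration, 6.5 µM nominal | Incubation: 30-min compound preincubation, 1-h Melanotan II challenge, 1-h detection, room temperature | Signal: TR-FRET cAMP assay | Replicates: One well per compound, no replicates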
# Cardio protect – myocardial damage modulation in H9c2 cells; protection from H2O2 cell death, % at 20 µM; H9c2 cardiomyocytes, H2O2 injury protection, ATPLite, 2 h; hit rate 0.63% among 360,000;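 active = compounds giving at least 50% protection of heart cells from peroxide-induced death in the single-dose screen, raw or plate-pattern-corrected value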;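 also: 0% = DMSO wells with peroxide and 100% = DMSO wells without peroxide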
# ABHD5-PLIN5 inh – blocks binding of human ABHD5 to perilipin-5 | inhibition, % at 4 µM | AID 602281 | hit rate 0.78% among 360,000 | Q00G26+Q8WTS1 | Split G. princeps luciferase complementation, luminescence, 4 h;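 active = inhibition above the mean inhibition across every tested compound plus 3 SD, cut at about 22% in these data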;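 also: 0% = DMSO only wells and the 100% control is not disclosed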
# Target sequence (Q00G26 whole entry, looked up): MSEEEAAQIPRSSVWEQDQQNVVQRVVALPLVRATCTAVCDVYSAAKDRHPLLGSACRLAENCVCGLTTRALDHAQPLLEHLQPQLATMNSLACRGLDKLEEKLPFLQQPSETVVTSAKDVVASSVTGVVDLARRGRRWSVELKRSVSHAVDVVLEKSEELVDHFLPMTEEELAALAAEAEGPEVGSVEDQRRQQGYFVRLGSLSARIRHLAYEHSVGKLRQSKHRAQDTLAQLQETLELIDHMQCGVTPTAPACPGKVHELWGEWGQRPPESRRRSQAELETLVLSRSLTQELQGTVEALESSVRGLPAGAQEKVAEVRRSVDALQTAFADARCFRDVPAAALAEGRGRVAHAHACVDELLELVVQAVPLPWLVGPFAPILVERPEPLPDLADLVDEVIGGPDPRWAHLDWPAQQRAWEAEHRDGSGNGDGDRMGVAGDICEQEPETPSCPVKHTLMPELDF
# Target sequence (Q8WTS1 whole entry, looked up): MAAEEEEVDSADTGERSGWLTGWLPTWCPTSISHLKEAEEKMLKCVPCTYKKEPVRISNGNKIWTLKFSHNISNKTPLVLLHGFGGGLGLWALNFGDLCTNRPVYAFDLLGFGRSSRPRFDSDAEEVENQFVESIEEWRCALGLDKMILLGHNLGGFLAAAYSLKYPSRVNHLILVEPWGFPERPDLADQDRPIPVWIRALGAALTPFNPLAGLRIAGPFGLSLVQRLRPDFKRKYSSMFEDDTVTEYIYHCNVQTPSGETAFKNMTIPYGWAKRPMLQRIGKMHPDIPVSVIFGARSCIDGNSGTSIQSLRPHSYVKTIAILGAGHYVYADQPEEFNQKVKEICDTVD
# MC4R barr agon – agonists of human melanocortin 4 receptor (MC4R) beta-arrestin. U2OS MC4R beta-arrestin complementation, luminescence; percent of melanotan II response, DMSO zero. activation, % at 8.9 µM. hit rate 0.98% among 360,000. AID 540308;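 active = activation above a per-plate cutoff, the mean activation of sample wells on that plate plus 3 SD, cut at about 8% in these data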
# ABCB6 inh 2 – blocks the human ABCB6 transporter. K562-ABCB6 porphyrin accumulation, flow cytometry, 1 h; hits give low values. fluorescence ratio to DMSO, % at 10 µM. hit rate 0.19% among 360,000;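 active = fluorescence ratio to DMSO below 75%, the collection mean minus 3 SD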;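 also: signal is porphyrin accumulated inside mitochondria; 100% equals median channel fluorescence of DMSO control wells; lower ratio means ABCB6 inhibition with less porphyrin fluorescence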
# HTR2A ag – activates the mouse 5-HT2A serotonin receptor | CHO-K1 mHTR2A beta-arrestin complementation, luminescence; percent of 30 µM serotonin response | P35363 | AID 624169 | activation, % at 7.6 µM | hit rate 0.66% among 360,000;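 active = activation above a run cutoff, the mean activation of all tested compounds plus 3 SD, cut at about 14% in these data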;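 also: 0% = plate median of compound wells and 100% = 30 µM serotonin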
# CaV13 ICDI inh – Disruptors of the CACNA1D IQ motif to Ca2+-dependent inactivation inhibitor domain association, primary screening, Förster resonance energy transfer in intact living …; inhibition, % at 12.3 µM; HEK cells, CFP/YFP FRET ICDI-IQ, plate reader, 10 min; percent FRET-ratio fall versus neutral wells; hit rate 0.098% among 340,000;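 active = mean replicate inhibition of at least 30% and at least 1% of replicates passing that level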;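 also: 0% = median of the neutral control wells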
# N-glyco inh – blocks N-linked glycosylation in D54 reporter cells; D54 ERlucT glycosylation luciferase reporter, 24 h; percent of 100 nM tunicamycin response; reporter increase, % at 12.5 µM; hit rate 0.23% among 360,000;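 active = mean luciferase reporter signal, scaled so untreated is 0 and the glycosylation-blocking control 100, at or above a set limit in every replicate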;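 also: luciferase carries N-glycosylation sites so blocking glycosylation raises the light; 0% = median of neutral control wells and 100% = median of 100 nM tunicamycin wells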
# Active calls of the source: *; / = no result given.
SMILES,PDI turbidity,Exocytosis inh,MC4R antag cAMP,Cardio protect,ABHD5-PLIN5 inh,MC4R barr agon,ABCB6 inh 2,HTR2A ag,CaV13 ICDI inh,N-glyco inh
O=C(c1cccc2ccccc12)N1CCN(c2ccccc2F)CC1,-6,-1,12,4,6,-0.3,95,-1,-5,-1
CC(=O)Nc1ccc(NC(=O)c2ccc(-n3c(C)ccc3C)cc2)cc1,5,9,14,6,-3,1.4,100,2,-5,10
Cn1c(=O)c2cc(NC(=O)NCc3ccccc3)ccc2n1Cc1cccc(C(F)(F)F)c1,19,-2,5,-7,3,0.7,91,-2,-5,-3
COc1ccc(C)c2sc(N(CCCN(C)C)C(=O)c3ccc(S(=O)(=O)N(C)C)cc3)nc12,-5,10,7,8,6,-2.8,89,-1,-17,-3
CC(C)C(=O)N1CCN(c2ccccc2NC(=O)c2cccc3ccccc23)CC1,9,6,17,6,11,0.1,100,2,-2,-1
Oc1ccc(F)cc1-c1cc(-c2ccc3c(c2)OCCO3)n[nH]1,3,14,0,-8,4,-1.3,111,-4,/,-7
COc1cc(-c2nnc(SC/C=C/c3ccccc3)n2N)cc(OC)c1OC,5,1,9,1,2,-2.5,105,-1,-5,1
C/C(Cc1ccccc1)=N\NC(=O)CNC(=O)c1ccccc1Br,-2,-2,16,1,-10,1.4,92,3,-4,2
O=C(COC(=O)CCc1ccccc1)NC1CCS(=O)(=O)C1 (centres undefined),2,-2,-6,6,0,-2.5,99,4,-7,3
Cc1ccccc1NC(=O)COC(=O)CN1C(=O)NC(C)(C)C1=O,-1,-1,0,10,1,0.3,97,0,-3,1
COCCN1C(=O)CN(S(C)(=O)=O)CC1(C)C(=O)Nc1ccc2c(c1)OCCO2 (centres undefined),/,-5,/,/,1,/,/,-2,-15,/
c1ccc2nc(-c3ccc4c(c3)OCO4)ccc2c1,/,-4,14,-14,-4,1.7,103,2,/,-11
O=C(COC(=O)Cc1cccc(C(F)(F)F)c1)NCC1CCCO1 (centres undefined),1,4,16,0,4,0.6,96,3,-7,0
CCN(CC#CCC1(O)c2ccccc2-c2ccccc21)CCO,-8,3,-8,1,0,-1.7,100,-3,-5,-2
O=C(O)c1ccc(Cl)c(S(=O)(=O)Nc2ccccc2Cc2ccccc2)c1,5,-17,19,3,-2,-0.7,100,-2,-2,-1
CC(=O)Nc1ccc(NC(=O)C(C)OC(=O)C2CCN(S(=O)(=O)c3ccc4c(c3)OCCO4)CC2)cc1 (centres undefined),-7,-2,9,-2,-3,-1.8,90,-4,-2,1
O=C(O)C1=NN(c2ccccc2)C(=O)C1,0,0,7,1,0,1.4,102,0,-16,0
COC(=O)c1cccc(C(=O)N2CCC(CCC(=O)NCc3ccc(F)cc3)CC2)c1,4,-2,10,4,0,-2.9,93,4,-6,1
COC(=O)CCC(=O)NC(=S)Nc1c(C)cccc1C,-4,1,-3,-2,-2,0.7,101,5,-5,1
Cc1ccc2sc(N(CCN(C)C)C(=O)/C=C/c3cccs3)nc2c1C,-1,6,2,-6,11,1.0,96,-13,-3,-2
N#CCC1c2ccccc2CCN1C(=O)Nc1ccc(Cl)cc1 (centres undefined),6,2,10,0,-11,-4.2,103,-4,-10,1
Cc1cc(C)c2nc(N3CCC(C(=O)N4CCN(c5ncccn5)CC4)CC3)sc2c1,2,1,20,-6,-18,1.9,86,-1,/,1
CCC(C(=O)NCCc1ccc(OC)cc1OC)n1nc(C)n2c(cc3occc32)c1=O (centres undefined),-9,-1,3,0,6,-1.2,97,2,-5,-1
CC(=O)Nc1ccc(C=NNc2ccc(S(=O)(=O)Nc3ccccc3C(=O)O)cc2[N+](=O)[O-])cc1,2,0,-12,-5,-2,-3.0,100,-3,-3,1
CCN1CCCC(OC(=O)C(c2ccccc2)c2ccccc2)C1 (centres undefined),-14,-6,-2,1,-1,1.4,101,8,-5,-3
# (cont.)
SMILES,PDI turbidity,Exocytosis inh,MC4R antag cAMP,Cardio protect,ABHD5-PLIN5 inh,MC4R barr agon,ABCB6 inh 2,HTR2A ag,CaV13 ICDI inh,N-glyco inh
C/C=C(\C)C(=O)NCCN1C2=NC[C@H](C(C)C)N2C[C@H]1Cc1ccc(O)cc1,6,-2,3,11,-1,0.7,107,-7,-9,1
COc1ccnc(Oc2ccc(F)cc2)c1C#N,-3,0,-6,3,2,-0.3,94,-5,1,2
Cc1ccc(-c2csc3ncnc(SCC(=O)NCc4ccc5c(c4)OCO5)c23)cc1,-13,3,14,2,11,4.6,101,-5,-4,-4
COc1ccccc1C(=O)Nc1cc2cc(Br)ccc2oc1=O,-8,-2,0,-5,-7,-1.0,80,-4,/,2
Fc1ccc(NC(=S)N/N=C/c2ccc(F)c(F)c2)cc1,1,-3,4,0,-5,0.5,101,-1,-3,1
O=C(NC1CCCC1)C(c1ccc(F)cc1)N(Cc1ccc(F)cc1)C(=O)CCl (centres undefined),-5,1,-3,-4,-4,0.7,96,-1,-5,2
Cc1ccc(C(=O)OCc2cc(=O)n3c(C)csc3n2)s1,-11,-1,-3,11,11,-2.4,102,-7,-5,-2
COc1cc(C(=O)NCc2cccnc2)ccc1OCC(=O)Nc1cccc(C(F)(F)F)c1,0,1,0,-6,7,0.7,86,1,-3,0
COc1ccccc1C=NN1CCCCCC1,-5,-6,2,-5,-5,-0.6,101,8,-10,-1
CCN1CCN(C2=CC3=CC(=C(C#N)C#N)CCC3CC2)CC1 (centres undefined),6,8,-8,16,8,2.9,264,6,/,-1
COc1ccccc1C(=O)N1CCN=C1SCc1cccnc1,-2,-3,3,4,-21,0.5,108,-2,/,0
O=C(CNC1CCCCC1)NCC1(c2ccccc2)CCCC1,8,3,4,-20,2,-2.2,89,3,-2,0
Cc1cc(C)nc(N2CCC(C(=O)NCc3cccc(C(F)(F)F)c3)CC2)n1,-6,0,9,-8,5,0.3,91,4,0,1
Cc1c(C(=O)O)sc2nc(SCC(=O)Nc3ccc(S(=O)(=O)NC(C)(C)C)cc3)[nH]c(=O)c12,7,-5,-1,-4,-4,0.6,100,-1,-5,6
Cc1nnc(NC(=O)c2ccc(S(=O)(=O)N3CC(C)CC(C)C3)cc2)o1 (centres undefined),5,-4,24,25,-4,0.1,100,2,-19,5
CCCNC(=O)c1cccc(Cn2cc(Br)c([N+](=O)[O-])n2)c1,-6,-4,19,12,-1,0.6,102,-1,-9,0
O=C(Nc1ccncc1)c1cc(S(=O)(=O)N2CCCC2)ccc1Cl,6,1,9,-10,-1,-0.2,92,6,-2,-1
O=C(COC(=O)CCc1ccc(S(=O)(=O)N2CCOCC2)cc1)Nc1cccc(Cl)c1,11,-4,7,-3,-3,-1.6,97,6,6,-1
CC(=O)N(Cc1nc2sc(C)c(C)c2c(=O)[nH]1)C1CCCC1,-1,-3,5,5,-8,0.7,87,10,-2,0
COc1cc(S(=O)(=O)Nc2c(C)nn(C)c2C)ccc1NC(C)=O,-1,3,5,1,3,-1.4,98,9,-7,0
Cc1cccnc1CN1CCN(C(=O)CCc2nnc(CCc3ccccc3)o2)CC1,-1,-1,-6,2,0,-2.9,96,-3,-6,2
CCc1ccc(C(O)(CC(C)C)C(CN2CCOCC2)c2ccccc2)cc1 (centres undefined),-2,-5,18,-13,-11,6.9,99,-15,-19,-11
CSCC[C@H](NC(=O)[C@H]1CC[C@H](CNC(=O)[C@@H](N)Cc2ccccc2)CC1)C(=O)O,-15,13,6,3,12,-0.3,95,6,-5,2
COc1ccc(NC(=O)CN2CCN(C(=O)N3CCOCC3)CC2)cc1,5,-4,3,10,5,1.7,100,5,-4,2
Cc1cc(-c2nnc(CCC(=O)NC(C)c3cccc4ccccc34)o2)no1 (centres undefined),11,2,1,3,-5,3.5,98,0,-15,1

# Reprinted at random: two entries already listed.
SMILES,PDI turbidity,Exocytosis inh,MC4R antag cAMP,Cardio protect,ABHD5-PLIN5 inh,MC4R barr agon,ABCB6 inh 2,HTR2A ag,CaV13 ICDI inh,N-glyco inh
Cc1nnc(NC(=O)c2ccc(S(=O)(=O)N3CC(C)CC(C)C3)cc2)o1 (centres undefined),5,-4,24,25,-4,0.1,100,2,-19,5
COc1cc(S(=O)(=O)Nc2c(C)nn(C)c2C)ccc1NC(C)=O,-1,3,5,1,3,-1.4,98,9,-7,0

# Next part.
SMILES,PDI turbidity,Exocytosis inh,MC4R antag cAMP,Cardio protect,ABHD5-PLIN5 inh,MC4R barr agon,ABCB6 inh 2,HTR2A ag,CaV13 ICDI inh,N-glyco inh
Cc1ccccc1-n1nc(C)c(N=O)c1N,5,1,-11,-8,-4,-1.5,97,-1,2,0
CCOc1ccccc1OCCCC(=O)Nc1cccc(S(=O)(=O)N2CCOCC2)c1,-6,-3,8,-1,-5,-3.5,94,-8,-3,3
O=C(c1ccc(C#CC2(O)CCCCC2)cc1)N1CCN(Cc2ccccc2)CC1,-10,-1,4,18,2,0.7,96,-2,/,-1
CCc1nc2ccc(C(=O)Nc3cc(-c4ccccc4)ccc3OC)cn2c1N(CC)CC(=O)N(C)C,-5,6,14,7,13,1.8,98,-1,-6,-3
Clc1ccc(Oc2cccc(/C=N/n3cnnc3)c2)cc1,4,0,-3,-17,-6,-1.1,91,-5,/,0
O=C(CSc1ncnc2c1oc1ccccc12)Nc1nc2ccccc2s1,-6,-1,8,-17,4,8.6*,103,-2,-6,-1
CC(=O)Nc1nc2c(F)cccc2s1,/,1,14,-9,-10,1.5,103,0,-3,3
CCCCOc1ccc(C(=O)Oc2cc(C)[nH]c(=O)c2[N+](=O)[O-])cc1,0,-2,-4,1,-6,-0.4,106,1,-2,3
Cc1cc(C(=O)NCC(c2cccs2)N2CCOCC2)ccc1[N+](=O)[O-] (centres undefined),-3,11,8,0,3,-2.1,98,4,/,3
FC(F)(F)COc1ccc(-n2ccnc2)nn1,9,2,15,-6,-4,3.1,104,0,0,0
Cc1ccc(C(=O)OCC(=O)Nc2cc(S(C)(=O)=O)ccc2Cl)cc1S(=O)(=O)N1CCCCC1,1,7,17,-3,2,-0.8,95,-10,/,2
CCOC(=O)C(=O)NCC(c1cccs1)S(=O)(=O)c1ccc(Cl)cc1 (centres undefined),10,-1,7,5,6,-0.4,98,12,-14,0
CNC(=O)C1CC(=O)N(CCCc2ccccc2)C(=Nc2ccccc2)S1 (centres undefined),-2,-1,7,0,9,-0.2,101,5,-4,0
O=C1NCCN1Cc1ccc(Cl)cc1,4,1,0,1,4,-1.6,95,4,-5,-1
COc1cc(OC)cc(C(=O)NNC(=S)Nc2ccc(S(N)(=O)=O)cc2)c1,1,-5,-17,8,-9,-0.7,103,-4,-5,0
O=C(O)CCCCCN1C(=O)/C(=C/c2ccncc2)SC1=S,0,-2,-1,-2,-2,-0.9,99,1,-6,0
CCOC(=O)c1ccc2c(c1)C(=O)N(C1CCCCC1)C2=O,-4,-1,3,-8,-4,0.5,92,7,-8,-2
COC(=O)Cn1cc(C(=O)C(F)(F)F)c2ccccc21,7,2,27,5,-3,0.4,102,1,1,1
Clc1ccc(SCCn2cncn2)cc1,8,1,-1,5,2,0.4,94,-1,-4,1
O=C(N[C@H]1C/C=C\C[C@@H](CC(=O)N(CCO)Cc2ccccc2)C(=O)N2CCC[C@@H]2COC1=O)OCC1c2ccccc2-c2ccccc21,-3,-12,2,-16,5,1.3,100,-2,/,1
